GALK inhibitor: GALK (human) enzyme inhibition | P51570 | recombinant GALK, Kinase-Glo ATP luminescence, 1 h | Potency, µM (top dose mostly 57.5 µM), for inactives: at the top dose activity, negative = inhibition, usual class: inhibitors | 44,000 tested, under 10 active;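 further: plate controls were full GALK reaction for no effect and reaction lacking GALK for full effect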
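Luminescent ATP-depletion readout (Kinase-Glo Plus, 10 min) after 1 h RT reaction of 5 nM GALK, 35 uM ATP, 100 uM galactose, pH 8.0 HEPES buffer. Decreased kinase activity scored as inhibition.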
PTAP-TSG101 blk: TSG101-PTAP interaction inhibition, HIV-1 budding; Q99816; Fluorescence polarization, FITC-PTAP peptide/Tsg101, 20 min; Potency, µM (titrated, usually from 115 µM), for inactives: top-dose activity change, negative = inhibition, hits mostly inhibitors; 44,000 tested, under 10 active; AID 1347069; further: potency means the concentration at half of the fitted maximal effect; 0% is about no effect
Target sequence (Q99816 whole entry, looked up): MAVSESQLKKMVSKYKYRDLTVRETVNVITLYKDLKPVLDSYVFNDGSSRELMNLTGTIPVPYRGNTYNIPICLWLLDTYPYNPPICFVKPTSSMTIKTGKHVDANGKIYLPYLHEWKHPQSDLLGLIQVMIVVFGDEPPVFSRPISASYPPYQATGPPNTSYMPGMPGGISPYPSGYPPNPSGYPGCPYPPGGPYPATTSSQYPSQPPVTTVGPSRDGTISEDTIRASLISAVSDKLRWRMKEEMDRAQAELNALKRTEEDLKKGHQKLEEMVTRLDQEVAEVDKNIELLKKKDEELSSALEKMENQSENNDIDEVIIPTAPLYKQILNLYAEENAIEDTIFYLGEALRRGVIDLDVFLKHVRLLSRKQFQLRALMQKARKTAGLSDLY
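FITC-labeled PTAP peptide (50 nM final) binding to Tsg101 binding domain (10 uM final) read by fluorescence polarization after 20 min at r.t. in HEPES pH 7.5 buffer. Actives by CRC class, <25 µM.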
B2AR arrestin ag: agonists recruiting beta-arrestin to human beta2-adrenergic receptor | P07550 | 44,000 tested, under 10 active | HTLA Tango cells, beta-arrestin recruitment, luciferase luminescence, 18 h | Potency, µM (series often up to 46.1 µM), for inactives: at the highest dose activation, usual class: activators | AID 1347077;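 further: potency means the concentration at half of the fitted maximal effect; 0% = DMSO and full agonism = EC100 isoproterenol or metaproterenol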
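Receptor–beta-arrestin recruitment read by tTA-responsive luciferase: compound titrations (up to 46 µM) incubated 18 h with Tango cells, then luminescent substrate 15 min at room temperature. Concentration-response fits classified by r2, efficacy and activity.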
p53null 39C kill: kills p53 null cells at the nonpermissive temperature; H1299 p53-null (neo) cells, 39C, ATPlite viability, 24 h; Potency, µM (highest dose often 46.1 µM), for the others: top-dose activity, negative = cell killing, hits mostly cytotoxic; hit rate 0.97% among 55,000; AID 904;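 further: potency means the concentration at half of the fitted maximal effect; 0% = DMSO only and -100% = full killing by 100 µM tamoxifen; nearly all actives have a fitted effect of over 50% in size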
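Following overnight plating at 37C (600 cells/well), H1299-neo or H1299-p53A138V cells are dosed up to 46 uM. Incubation lasts 24 hr at 39C before ATP detection.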
NTMT1 inhibitor: blocks human N-terminal methyltransferase 1 activity | Potency, µM (top dose mostly 114 µM), without a hit: at the top dose activity change, negative = inhibition, actives largely listed as inhibitors | hit rate 2.5% among 59,000 | AID 1645870 | NTMT1 MTase-Glo SAH luminescence, purified enzyme | Q9BV86;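 further: potency means the concentration at half of the fitted maximal effect; plate controls were DMSO vehicle for no effect and no enzyme for full effect; nearly all actives have a fitted effect of over 65% in size; many of its hits are not listed in these tables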
Target sequence (Q9BV86 whole entry, looked up): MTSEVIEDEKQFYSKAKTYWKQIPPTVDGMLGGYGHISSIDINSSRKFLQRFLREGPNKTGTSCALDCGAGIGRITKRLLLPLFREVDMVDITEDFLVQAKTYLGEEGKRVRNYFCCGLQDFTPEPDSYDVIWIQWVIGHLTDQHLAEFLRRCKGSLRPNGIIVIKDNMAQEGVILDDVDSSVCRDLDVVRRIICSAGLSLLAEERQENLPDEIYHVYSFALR
FH mod: Identification of activators of human fumarate hydratase by quantitative high-throughput screening | FH coupled MDH/diaphorase resazurin fluorescence, 15 min | Potency, µM (doses to about 79.9 µM), inactives show at the highest dose activity change, negative = inhibition, hits mostly inhibitors | hit rate 0.22% among 54,000; further: potency means the concentration at half of the fitted maximal effect; on the % scale 0 is the no-effect control and ±100 the full control effect; the screen sought activators but most active calls are inhibition curves; nearly all actives have a fitted effect of over 45% in size
Target sequence (P07954 whole entry, looked up): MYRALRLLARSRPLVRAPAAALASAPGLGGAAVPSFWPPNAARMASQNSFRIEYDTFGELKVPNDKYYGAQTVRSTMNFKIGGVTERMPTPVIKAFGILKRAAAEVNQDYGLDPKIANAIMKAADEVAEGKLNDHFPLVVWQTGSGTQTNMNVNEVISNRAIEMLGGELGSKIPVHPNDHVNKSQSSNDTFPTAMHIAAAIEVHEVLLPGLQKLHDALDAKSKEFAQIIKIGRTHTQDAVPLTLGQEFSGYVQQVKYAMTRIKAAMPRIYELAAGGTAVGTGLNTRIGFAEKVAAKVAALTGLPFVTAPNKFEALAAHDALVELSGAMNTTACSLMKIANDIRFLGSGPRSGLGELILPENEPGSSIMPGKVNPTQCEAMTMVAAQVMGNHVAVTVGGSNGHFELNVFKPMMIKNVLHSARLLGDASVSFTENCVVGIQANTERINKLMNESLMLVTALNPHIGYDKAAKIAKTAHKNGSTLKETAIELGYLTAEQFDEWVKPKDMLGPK
p53null 32C tox: selectivity test: cytotoxicity in p53 null cells, permissive temperature. hit rate 0.62% among 55,000. H1299-neo p53 null cells, ATP luminescence, 24 h, 32C. Potency, µM (series often up to 46.1 µM), without a hit: at the top dose activity change, negative = cytotoxicity, most hits filed as cytotoxic. AID 903;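 further: potency means the concentration at half of the fitted maximal effect; 0% = DMSO only and -100% = full killing by 100 µM tamoxifen; nearly all actives have a fitted effect of over 55% in size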
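Luminescent ATP readout gave cell viability of p53-null H1299-neo cells after a 24 h compound exposure at the permissive 32C. Titrations ran up to 46 uM, and AC50s were fitted with the standard Hill equation.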
An asterisk follows results filed as active; ? = inconclusive; . = no result given; [ ] = remark or other dose. The call rests on the fitted dose curve; in most records, active means well fitted curve in the direction sought with a large enough effect; inconclusive means small, poorly fitted or top-dose-only effect, or another doubt; inactive means no such curve, though single readings can be large; an effect the other way counts as inactive or inconclusive. The list is partial; the hit share may differ from the screen's.

The line under a structure holds: FH mod, B2AR arrestin ag, PTAP-TSG101 blk, p53null 39C kill, NTMT1 inhibitor, GALK inhibitor, p53null 32C tox
1. CCOc1ccc(CNC(=O)c2cc(-c3ccc(Cl)s3)nc3ccccc23)cc1
  12%, 1%, -2%, -11%, 17%, 2%, 5%
2. COc1ccc(NC(=O)c2cccc3c(=O)c4c([nH]c23)CCCC4)cc1
  -11%, -2%, 2%, 15%, 6%, 2%, -4%
3. COc1ccc(C2=C(N3CCN(c4cc(C)ccc4C)CC3)c3ccccc3C2=O)cc1
  ., -1%, -1%, -9%, ., 2%, -11%
4. Cc1cccc(OCC(=O)Nc2ccccc2OCc2cc(=O)n3ccccc3n2)c1
  -11%, 0%, -1%, -6%, 9%, -2%, -4%
5. COc1ccc(C(=O)NNc2ncnc3c2cnn3-c2ccc(C)cc2C)cc1
  12%, 3%, 0%, 17%, 12%, 0%, -7%
6. CCc1ccc2oc(-c3ccc(NC(=O)c4cc(OC)c(OC)c(OC)c4)cc3)nc2c1
  15%, -1%, 1%, 14%, -3%, 0%, 3%
7. O=C(c1ccccc1F)N1CCC(c2nc3c(nnn3Cc3cccc(F)c3)c(=O)[nH]2)CC1
  -28%, 1%, -3%, 0%, 3%, -3%, 6%
8. COC(=O)c1cc2sc(C)cc2n1Cc1nc(-c2cccc(Br)c2)oc1C
  -6%, 0%, -11%, 30%[activator], 0%, -1%, -8%
9. CCNc1nc(NCc2ccc(F)cc2)c2cnn(C)c2n1
  1%, -1%, -6%, -5%, -20%, -3%, -7%
10. CCN1C(=O)c2ccccc2Sc2ccc(NC(=O)N3CCN(c4cc(C)ccc4C)CC3)cc21
  -24%, -3%, -2%, -5%, -8%, 0%, -3%
11. Cc1ccccc1NC(=O)c1cn(-c2ccccc2)nc1-c1ccccc1
  ?, -1%, 0%, -11%, -1%, 2%, 1%
12. CCOC(=O)c1ccc(N2CCN(c3cc(C)ccc3C)CC2)c(NC(=O)Nc2ccc(Cl)cc2)c1
  ., 1%, 1%, -2%, ., 1%, -8%
13. O=c1c(N2CCN(c3ccccc3)CC2)csc2ccc(Cl)cc12
  -13%, 0%, 0%, 7%, -16%, -3%, 12%
14. CC1=C(C(=O)Nc2cccc(C(F)(F)F)c2)C(c2ccccc2)n2ncnc2N1 (stereo not drawn)
  11%, 0%, -4%, 9%, 6%, 0%, -4%
15. Cc1cccc(OCC(=O)Nc2ccccc2C(=O)OCc2cc(=O)n3nc(C4CC4)sc3n2)c1
  0%, -1%, -2%, 7%, -2%, 3%, -2%
16. CCOc1ccc(-n2c(SCC(=O)N3CCc4ccccc43)nc3c([nH]c4ccccc43)c2=O)cc1
  5%, 1%, 0%, 55%[activator], -11%, 0%, 3%
17. CC1=C(C(=O)Nc2ccc(C)cc2C)C(C(C)C)n2nc(SCc3ccccc3Cl)nc2N1 (stereo not drawn)
  -1%, 1%, 3%, 24%, 6%, 6%, 1%
18. Cc1cc(F)ccc1NC(=O)c1c(C)oc2c1C1=NCCN1C=N2
  0%, 1%, 4%, -2%, -12%, 0%, -10%
19. CCc1c(CN2CCN(c3ccccc3F)CC2)csc1C
  -6%, 0%, 1%, -23%, 9%, -8%, -6%
20. COC(=O)c1cc2oc3ccccc3c2n1CC(=O)Nc1cc(OC)cc(OC)c1
  ., -2%, 0%, -8%, ., -3%, -3%
21. CCCn1c(=N)c(C(=O)NCc2cccnc2)cc2c(=O)n3cc(C)ccc3nc21
  -14%, 1%, -3%, -1%, -3%, 4%, 1%
22. COCCNC(=O)Cn1nc(N2CCN(c3ccccc3OC)CC2)ccc1=O
  -6%, 1%, -4%, 4%, -9%, 2%, 0%
23. Cc1ccc(NC(=O)Cn2nc(-c3ccccc3)nc(Cc3ccc(Cl)cc3)c2=O)cc1
  2%, -2%, 0%, -4%, 11%, 1%, 1%
24. CCCNC(=O)c1cc2nc(-c3ccc(Br)cc3)cc(C(F)(F)F)n2n1
  7%, 1%, 1%, -13%, -1%, 4%, -11%
25. N#Cc1ccccc1Cn1c(=O)n(-c2ccc(F)c(Cl)c2)c(=O)c2sccc21
  7%, 1%, 2%, -12%, 7%, -1%, -2%
26. Cc1ccc(-n2ncc(C(=O)Nc3ccc(C)c(F)c3)c2C2CCN(C(=O)OC(C)(C)C)CC2)cc1C
  -11%, 1%, 1%, 3%, 14%, 2%, 17%
27. Cc1cccc(-c2nc(SCC(=O)NCc3ccco3)c3c(=O)n(C)c(=O)n(C)c3n2)c1
  -8%, 0%, -2%, 19%, 0%, 1%, 4%
28. Cc1ccc(CNC(=O)c2ccc(-c3nc(CS(=O)c4ccccc4)c(C)o3)cc2)cc1 (stereo not drawn)
  -14%, -1%, -2%, 4%, -15%, 2%, 0%
29. Cn1c(CCNC(=O)c2ccco2)nc2cc(NC(=O)COc3ccc(Cl)cc3)ccc21
  10%, -2%, -3%, -2%, 13%, 1%, 2%
30. O=c1c2oc3ccccc3c2n(Cc2ccccc2Cl)c(=O)n1Cc1ccco1
  2%, 0%, -4%, 4%, 4%, ?, 5%

(cont.)
The line under a structure holds: FH mod, B2AR arrestin ag, PTAP-TSG101 blk, p53null 39C kill, NTMT1 inhibitor, GALK inhibitor, p53null 32C tox
31. CCOC(=O)Cn1cc2c(c1-c1ccc(Cl)cc1)c(=O)n(C)c(=O)n2C
  7%, 0%, -5%, 2%, -13%, -3%, 16%
32. CS(=O)(=O)N1CCC(N2CCN(Cc3ccccc3)C(=O)C2=O)CC1
  ., 0%, -7%, 5%, ., -2%, -1%
33. COc1ccc(CNc2ncnc3c2nc2n3CCCC2)cc1
  -6%, 2%, -3%, -10%, 4%, 1%, 7%
34. Cc1ccc(C)c(NC(=O)Cn2c(=O)n(CCC(=O)NCc3ccc4c(c3)OCO4)c(=O)c3ccccc32)c1
  -5%, 0%, -2%, -19%, -28%, 6%, 12%
35. CCN(CC)C(=O)Cn1cc(SCC(=O)Nc2ccccc2F)c2ccccc21
  ?, 0%, 8%, -5%, 7%, -2%, 2%
36. CCOc1ccccc1CNC(=O)CCc1cn(Cc2ccc(Cl)cc2)c2ccccc12
  -22%, 0%, 3%, 0%, 4%, -11%, 12%
37. Cc1nc(N2CCCC2)ncc1C(=O)NCc1ccc(F)cc1
  2%, 1%, -2%, -7%, 8%, 1%, -2%
38. Cc1ccc(Cn2c(Cc3ccccc3)nc3ccccc32)cc1
  ?, 0%, -4%, 33%[activator], 1%, -2%, 35%[activator]
39. Cc1noc2ncnc(NCc3ccc(Cl)cc3)c12
  -14%, -1%, -1%, -9%, ?, -3%, -8%
40. Cc1nn(-c2ccc(N3CCCCC3)nn2)c(C)c1CCC(=O)NCc1ccccc1F
  ., 3%, 1%, -12%, ., -1%, -16%
41. Clc1ccc2c(c1)-n1cc(-c3ccccc3)nc1CO2
  -7%, 0%, -11%, ., 0%, -1%, .
42. Cc1nc2nc[nH]n2c(=O)c1NS(=O)(=O)c1ccc(Br)cc1
  1%, 1%, 0%, -15%, 3%, 0%, -4%
43. Cc1cccc(C)c1NC(=O)Cn1cc(C(=O)c2ccco2)c2ccccc21
  -2%, 1%, -7%, ?, ?, 0%, 0%
44. Cc1cccn2c(=O)c(/C=C(\C#N)c3nc4ccccc4s3)c(Oc3ccc(Br)cc3)nc12
  ?, 0%, -9%, -6%, -2%, 3%, -2%
45. Cc1ccc(Cc2cn3cc(-c4ccc(F)cc4)nc3s2)cc1
  -12%, -1%, -1%, ?, 2%, 0%, ?
46. Cc1nc(SCc2ccccc2Cl)c(C#N)c(C)c1C
  -22%, 2%, -1%, -11%, 2%, 10%, 2%[9.22 µM]
47. CCc1ccc(-n2nc3ccc(NC(=O)COc4ccc(OC)cc4)cc3n2)cc1
  1%, -2%, -1%, -2%, -3%, 2%, -6%
48. Cc1ccc(S(=O)(=O)c2cn(Cc3ccccc3)c3cc(N4CCCC4)c(F)cc3c2=O)cc1
  -8%, 3%, -9%, -1%, 14%, 2%, -2%
49. CCc1nn(CC(=O)N2CCN(c3cc(C)ccc3C)CC2)c(=O)c2cc3occc3n12
  -2%, -2%, -5%, 4%, 12%, 1%, 4%
50. CCOC(=O)c1[nH]c2ccccc2c1NC(=O)c1ccccc1OC
  ?, -2%, 0%, 16µM*, -5%, 1%, 7%
51. COc1ccccc1NC(=O)c1sc2nc3c(cc2c1N)CCCCCC3
  -1%, 1%, -13%, -6%, 8%, -3%, -1%
52. CCOc1ccc(CNC(=O)C2CCN(c3nn4c(=O)cc(C)nc4s3)CC2)cc1
  -2%, -3%, -4%, -4%, 4%, 2%, 0%
53. CN(C)S(=O)(=O)c1ccc2c(c1)N(CC(=O)NCc1cccc(Br)c1)C(=O)CS2
  -9%, 1%, -2%, -15%, 8%, 1%, 4%
54. Cc1ccc2nc3c(c(Nc4ccc(C)c(C)c4)c2c1)CCC3
  -10%, 0%, -7%, -3%, -3%, -2%, 24%
55. COc1ccc(C2=NS(=O)(=O)N(C)C(C(=O)Nc3ccc(OC(F)(F)F)cc3)=C2)cc1
  ?, -3%, -4%, 37%[activator], 7%, 3%, 13%
56. Cc1cccc(NC(=O)C2CCCN(c3nnc(-n4c(C)ccc4C)s3)C2)c1C (stereo not drawn)
  -5%, -3%, -4%, 1%, -13%, -1%, 0%
57. Cc1ccc(NC(=O)Cn2c(=O)n(Cc3nc(C)no3)c(=O)c3ccccc32)c(Cl)c1
  -10%, -1%, 0%, 19%, 6%, 2%, 10%
58. Cc1ccc2nc(Cl)c3cc(C(=O)NC4CCCCCC4)sc3c2c1
  5%, -2%, 3%, 4%, -20%, 0%, 1%
59. Cc1ccc(Sc2ccc(N3CCCC(C(=O)Nc4ccc(Br)cc4)C3)nn2)cc1 (stereo not drawn)
  -13%, 1%, 0%, 3%, 7%, 0%, 0%
60. COc1ccc(CNC(=O)Cn2c(-c3ccccc3)cc(C(C)=O)c2C)cc1OC
  ., 0%, 2%, 4%, ., -2%, -6%

(continued)
The line under a structure holds: FH mod, B2AR arrestin ag, PTAP-TSG101 blk, p53null 39C kill, NTMT1 inhibitor, GALK inhibitor, p53null 32C tox
61. Cc1ccc(NC(=O)CN2C(=O)CCSc3ccc(S(=O)(=O)N4CCCC4)cc32)cc1C
  -6%, -1%, -1%, 0%, -2%, 0%, 12%
62. CCN1CCOC(=O)C1CC(=O)Nc1cc(C)ccc1OC (stereo not drawn)
  -4%, 1%, -14%, ., 1%, -1%, .
63. CCCOc1ccc(C(=O)Nc2ccc3oc(-c4ccncc4)nc3c2)cc1
  4%, 0%, 0%, 29%, ?, 1%, 5%
64. FC(F)(F)c1cccc(N2CCN(c3nc4ccccc4n4cnnc34)CC2)c1
  ?, -2%, -1%, 3%, -3%, 4%, 1%

Limited to p53null 39C kill, B2AR arrestin ag and PTAP-TSG101 blk, for two of the compounds above:
| # | mol | p53null 39C kill | B2AR arrestin ag | PTAP-TSG101 blk |
| --- | --- | --- | --- | --- |
| 51 | COc1ccccc1NC(=O)c1sc2nc3c(cc2c1N)CCCCCC3 | -6% | 1% | -13% |
| 52 | CCOc1ccc(CNC(=O)C2CCN(c3nn4c(=O)cc(C)nc4s3)CC2)cc1 | -4% | -3% | -4% |

Compound activity deposited in PubChem BioAssay by National Center for Advancing Translational Sciences (NCATS).
